APP 5'UTR act: activates APP 5'UTR luciferase reporter; SH-SY5Y APP 5'UTR luciferase reporter, luminescence; zero percent = DMSO vehicle wells; activation, % at 2 µM; 190,000 tested, 1% active;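 active = activation above a set limit, based on mean plus 3 SD of controls, cut at about 140% in these data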; also: values of inactives mirror those of a sister screen read the other way
NF-kB neuron act: compounds increasing NF-kB expression in human neuronal cells. NF-kB reporter expression; stronger effect = higher value. fold change at 12.5 µM. 190,000 tested, 1.6% active. AID 1239; in the data active = fold change above about 3.3
bIAP activator: intestinal alkaline phosphatase (bovine) activation. purified bovine IAP, CDP-star luminescence, 30 min; stronger effect = higher value; fold of DMSO-control signal, blank-subtracted. activation factor at 20 µM. 200,000 tested, 0.17% active;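 active = activation factor of 2 or more at 20 µM, a signal rise over negative controls twice the positive control's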
TNAP act hiacc: activators of human TNAP at high phosphate acceptor concentration. purified TNAP, CDP-star luminescence, 1 M DEA, 30 min; stronger effect = higher value; 0 = EDTA background, 1 = DMSO-only activity. activation factor at 20 µM. 200,000 tested, under 10 active. AID 1136;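 active = activation factor at least 2 at 20 µM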
Target sequence (P05186 whole entry, looked up): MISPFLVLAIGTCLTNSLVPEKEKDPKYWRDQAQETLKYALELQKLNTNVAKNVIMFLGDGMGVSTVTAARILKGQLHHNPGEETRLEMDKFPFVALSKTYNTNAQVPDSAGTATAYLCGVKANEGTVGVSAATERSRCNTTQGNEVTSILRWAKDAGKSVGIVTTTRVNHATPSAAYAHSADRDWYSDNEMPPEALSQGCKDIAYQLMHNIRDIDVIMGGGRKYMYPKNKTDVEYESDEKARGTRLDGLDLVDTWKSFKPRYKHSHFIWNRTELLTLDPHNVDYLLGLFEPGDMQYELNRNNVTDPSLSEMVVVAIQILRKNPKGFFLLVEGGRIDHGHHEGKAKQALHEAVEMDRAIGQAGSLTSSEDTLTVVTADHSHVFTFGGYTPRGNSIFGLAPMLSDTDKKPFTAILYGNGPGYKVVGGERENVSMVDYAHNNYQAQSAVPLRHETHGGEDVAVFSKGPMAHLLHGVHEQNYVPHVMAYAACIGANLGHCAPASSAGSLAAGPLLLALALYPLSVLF
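Control set: EDTA negative control, DMSO positive control / Assay system: human TNAP / Quantity: TNAP 1/800 final / Evaluation: TNAP activation factor scaled between EDTA and DMSO control wells / Measured by: luminescent substrate turnover signal / Compound dosing: one dose, 20 µM / Times: 30 min enzyme reaction at room temperature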
TNAP inh no acc: TNAP (human) inhibition, acceptor-free conditions | P05186 | purified TNAP, CDP-star luminescence, 30 min | inhibition, % at 20 µM | 200,000 tested, 0.26% active | AID 1012;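 active = tissue-nonspecific alkaline phosphatase inhibition above about 50% at 20 µM in the single-dose screen, limit read from the data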;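 also: 0% = DMSO negative control and 100% = EDTA positive control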
PMI act satM6P: increases human PMI activity with near-saturating mannose 6-phosphate; activation factor at 20 µM; 190,000 tested, 0.34% active; P34949; coupled PMI enzyme assay, resazurin fluorescence, 20 min; stronger effect = higher value; 1 = untreated enzyme, 0 = substrate-free blank;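 active = activation factor of 2 or more at 20 µM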
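test system = human PMI in coupled enzyme assay | medium = HEPES-buffered pH 7.4 with magnesium and detergent | also added = 1.0 mM mannose-6-phosphate substrate with 0.22 mM NADP+ | compound = 20 µM single dose | times = 20 min incubation at room temperature | measured by = resorufin fluorescence (Ex 544/Em 590 nm) from resazurin via diaphorase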
PMI act: activators of human phosphomannose isomerase; P34949; purified human PMI, coupled resazurin fluorescence, 20 min; stronger effect = higher value; 1 = vehicle control, 0 substrate-free wells; activation factor at 20 µM; 190,000 tested, 0.005% active; AID 1214;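 active = activation factor of 2 or more at 20 µM, relative to plate controls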
TNAP inh hi DEA: blocks human TNAP under high phosphate acceptor concentration; AID 1135; purified TNAP, CDP-star luminescence, 1 M DEA; 200,000 tested, 0.03% active; inhibition, % at 20 µM; P05186;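 active = over 50% inhibition of tissue-nonspecific alkaline phosphatase at 20 µM in the single-dose screen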;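 also: plate controls were DMSO wells for no effect and EDTA-quenched wells as full inhibition for full effect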
FLuc inhib CS: counter-screen for luciferase assay inhibitors: firefly luciferase inhibition; inhibition, % at 10 µM; ATPLite firefly luciferase biochemical luminescence, 10 min; 200,000 tested, 1.5% active;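 active = inhibition above about 50% when tested at 10 µM, limit read from the data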
Target sequence (P08659 whole entry, looked up): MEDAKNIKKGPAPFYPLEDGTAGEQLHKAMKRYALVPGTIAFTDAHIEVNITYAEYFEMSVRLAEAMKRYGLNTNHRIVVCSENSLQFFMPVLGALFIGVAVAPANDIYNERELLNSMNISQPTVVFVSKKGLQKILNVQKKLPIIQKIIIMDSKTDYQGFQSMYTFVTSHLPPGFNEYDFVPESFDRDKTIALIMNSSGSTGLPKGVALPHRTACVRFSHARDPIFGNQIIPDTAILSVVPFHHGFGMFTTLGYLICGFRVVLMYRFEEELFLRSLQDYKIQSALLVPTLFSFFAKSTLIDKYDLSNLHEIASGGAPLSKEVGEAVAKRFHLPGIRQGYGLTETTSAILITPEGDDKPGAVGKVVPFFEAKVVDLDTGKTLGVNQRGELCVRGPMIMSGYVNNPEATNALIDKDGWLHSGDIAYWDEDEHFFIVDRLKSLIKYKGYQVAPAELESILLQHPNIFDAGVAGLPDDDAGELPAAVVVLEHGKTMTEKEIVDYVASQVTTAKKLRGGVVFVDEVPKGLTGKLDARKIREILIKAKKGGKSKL
FLuc act counter: firefly luciferase counter-screen for stimulation assays | P08659 | ATPlite luciferase biochemical, luminescence, 10 min; 0 = ATP-free wells, 1 = DMSO control | activation factor at 10 µM | 200,000 tested, under 10 active | AID 1027;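 active = luciferase activation factor, scaled between plate controls, of at least 2 with compound at 10 µM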
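Assay system: Luciferase/luciferin reagent mix; Medium: PBS as buffer for the ATP substrate; Dosing: test compounds dosed from 2 mM stocks in 100% DMSO; Times: 10 min, room temperature; Signal: luminescence from luciferase reaction; Read-out: luciferase activation; Controls: No-ATP low control, compound-free enzyme-plus-ATP high control.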
Numbers without * were called inactive.

COC(=O)C1=NN(c2ccc(Cl)cc2)C2C(=O)N(c3ccccc3OC)C(=O)C12 (configuration not stated) was read as APP 5'UTR act 10, NF-kB neuron act 1.2, bIAP activator 0.9, TNAP act hiacc 1, TNAP inh no acc -24, PMI act satM6P 1.1, PMI act 1, TNAP inh hi DEA -4, FLuc inhib CS -7 and FLuc act counter 1.1.
Cc1[nH]c2ccccc2c1C(=O)COC(=O)Cn1cnc2ccccc21 was read as APP 5'UTR act -3, NF-kB neuron act 0.91, bIAP activator 1, TNAP act hiacc 1, TNAP inh no acc -4, PMI act satM6P 1, PMI act 1, TNAP inh hi DEA -3, FLuc inhib CS -7 and FLuc act counter 1.1.
COc1cc(C(c2sc3nc(C)nn3c2O)N2CCc3ccccc3C2)cc(OC)c1OC (configuration not stated) was read as APP 5'UTR act 7, NF-kB neuron act 1, bIAP activator 1.2, TNAP act hiacc 1, TNAP inh no acc -4, PMI act satM6P 0.9, PMI act 0.9, TNAP inh hi DEA 1, FLuc inhib CS -1 and FLuc act counter 1.
COc1ccc(/C(C)=N/NC(=O)CNC(=O)/C=C\c2ccco2)cc1 was read as APP 5'UTR act 1, NF-kB neuron act 1.6, bIAP activator 1, TNAP act hiacc 1.1, TNAP inh no acc -13, PMI act satM6P 1, PMI act 1.1, TNAP inh hi DEA -5, FLuc inhib CS -4 and FLuc act counter 1.
Screening COc1ccc(CN(C(=S)Nc2ccccc2)C2CC(=O)N(c3ccc(F)cc3)C2=O)cc1 (configuration not stated) returned APP 5'UTR act -2, NF-kB neuron act 0.79, bIAP activator 1, TNAP act hiacc 1, TNAP inh no acc -6, PMI act satM6P 0.9, PMI act 0.8, TNAP inh hi DEA -1, FLuc inhib CS -1 and FLuc act counter 1.
For COc1ccc(C2=C(O)C(C)N(c3ccccc3)C2=N)cc1OC (configuration not stated) the results were APP 5'UTR act 11, NF-kB neuron act 1.1, bIAP activator 1, TNAP act hiacc 1, TNAP inh no acc -10, PMI act satM6P 0.8, PMI act 1, TNAP inh hi DEA -1, FLuc inhib CS 2 and FLuc act counter 1.
`O=C(NCC(=O)N(c1ccccc1F)C(C(=O)NCC1CCCO1)c1ccccc1)c1ccco1` (configuration not stated) gave APP 5'UTR act 15, NF-kB neuron act 0.71, bIAP activator 1, TNAP act hiacc 1, TNAP inh no acc -6, PMI act satM6P 1, PMI act 0.9, TNAP inh hi DEA 1, FLuc inhib CS -5 and FLuc act counter 1.
For CC1Cc2ccccc2N1C(=O)CSc1nc(-c2ccccc2)cs1 (configuration not stated) the results were APP 5'UTR act -11, NF-kB neuron act 0.93, bIAP activator 0.9, TNAP act hiacc 1, TNAP inh no acc -6, PMI act satM6P 0.9, PMI act 0.8, TNAP inh hi DEA 0, FLuc inhib CS -2 and FLuc act counter 1.
`CCN(CC)S(=O)(=O)c1cc(NC(=O)c2cc(-c3ccccn3)nc3ccccc23)ccc1C` gave APP 5'UTR act -2, NF-kB neuron act 0.41, bIAP activator 1.1, TNAP act hiacc 1.1, TNAP inh no acc 2, PMI act satM6P 1, PMI act 1.1, TNAP inh hi DEA -7, FLuc inhib CS -7 and FLuc act counter 1.1.
`CCn1c(=O)n(-c2ccc(Cl)cc2)c(=O)c2c3c(sc21)COC(C)(C)C3` gave APP 5'UTR act 1, NF-kB neuron act 1.1, bIAP activator 1, TNAP act hiacc 1, TNAP inh no acc -10, PMI act satM6P 1, PMI act 1, TNAP inh hi DEA -2, FLuc inhib CS -1 and FLuc act counter 1.
`Cc1cc(C)c(NC(=O)c2cc3c(nc4sccn43)s2)c(C)c1` gave APP 5'UTR act -3, NF-kB neuron act 1.1, bIAP activator 0.9, TNAP act hiacc 1, TNAP inh no acc -7, PMI act satM6P 1, PMI act 1.1, TNAP inh hi DEA -2, FLuc inhib CS -7 and FLuc act counter 1.1.
For CCOC(=O)C1CCCN(c2ncnc3c2cnn3-c2ccc(OC)cc2)C1 (configuration not stated) the results were APP 5'UTR act 50, NF-kB neuron act 1.6, bIAP activator 1, TNAP act hiacc 1, TNAP inh no acc 0, PMI act satM6P 0.8, PMI act 0.8, TNAP inh hi DEA 0, FLuc inhib CS 4 and FLuc act counter 1.
Screening CCCCC(=O)Nc1cccc(NC(=S)NC(=O)Cc2ccccc2)c1 returned APP 5'UTR act 4, NF-kB neuron act 1.6, bIAP activator 0.9, TNAP act hiacc 1, TNAP inh no acc -8, PMI act satM6P 0.9, PMI act 0.8, TNAP inh hi DEA -2, FLuc inhib CS -2 and FLuc act counter 1.
Screening COc1ccc(Cc2nc(-c3ccc(-n4cccc4)cc3)no2)cc1 returned APP 5'UTR act 5, NF-kB neuron act 1, bIAP activator 0.9, TNAP act hiacc 1, TNAP inh no acc -4, PMI act satM6P 1, PMI act 0.9, TNAP inh hi DEA 1, FLuc inhib CS -3 and FLuc act counter 1.
Screening CCN(CC)C(=O)c1sc(N)c(C(=O)OC(C)C)c1C returned APP 5'UTR act 13, NF-kB neuron act 1.2, bIAP activator 0.8, TNAP act hiacc 1, TNAP inh no acc -1, PMI act satM6P 1, PMI act 1.1, TNAP inh hi DEA -2, FLuc inhib CS -7 and FLuc act counter 1.1.
O=C(Nc1ccc(C(=O)OC[C@@H]2CCCN3CCCC[C@H]23)cc1)c1cccc(Br)c1 was read as APP 5'UTR act -14, NF-kB neuron act 1, bIAP activator 0.9, TNAP act hiacc 1.1, TNAP inh no acc -6, PMI act satM6P 1, PMI act 1.1, TNAP inh hi DEA -8, FLuc inhib CS -3 and FLuc act counter 1.
Screening COc1ccc(C(C[N+](=O)[O-])c2c(C)[nH]c3ccccc23)cc1OC (configuration not stated) returned APP 5'UTR act 0, NF-kB neuron act 1.1, bIAP activator 0.9, TNAP act hiacc 1, TNAP inh no acc 10, PMI act satM6P 0.6, PMI act 0.8, TNAP inh hi DEA 0, FLuc inhib CS -4 and FLuc act counter 1.
Screening COc1ccc(Br)cc1C1CC(=O)N2CN(Cc3ccccc3)CSC2=C1C#N (configuration not stated) returned APP 5'UTR act 6, NF-kB neuron act 0.98, bIAP activator 0.9, TNAP act hiacc 1, TNAP inh no acc -3, PMI act satM6P 0.4, PMI act 0.7, TNAP inh hi DEA 1, FLuc inhib CS 10 and FLuc act counter 0.9.
Screening O=C1CCC([N+](=O)[O-])C(c2cccc3ccccc23)N1 (configuration not stated) returned APP 5'UTR act 23, NF-kB neuron act 0.93, bIAP activator 1.1, TNAP act hiacc 1, TNAP inh no acc -10, PMI act satM6P 1.1, PMI act 0, TNAP inh hi DEA -5, FLuc inhib CS -4 and FLuc act counter 1.
Cc1ccc(NC(=O)CN(C)C(=O)CSc2ncc(C(F)(F)F)cc2Cl)cc1 was read as APP 5'UTR act 8, NF-kB neuron act 1.1, bIAP activator 0.8, TNAP act hiacc 1, TNAP inh no acc 19, PMI act satM6P 1, PMI act 1, TNAP inh hi DEA -2, FLuc inhib CS -6 and FLuc act counter 1.1.
`c1ccc(Nc2nc3ccccc3n3cnnc23)cc1` gave APP 5'UTR act -28, NF-kB neuron act 0.48, bIAP activator 1, TNAP act hiacc 1, TNAP inh no acc -12, PMI act satM6P 1.1, PMI act 1.1, TNAP inh hi DEA -3, FLuc inhib CS -2 and FLuc act counter 1.
COC(=O)c1c(N)sc2c1CC(C)(C)OC2 was read as APP 5'UTR act -7, NF-kB neuron act 0.96, bIAP activator 1.2, TNAP act hiacc 1, TNAP inh no acc -12, PMI act satM6P 0.9, PMI act 0.9, TNAP inh hi DEA -4, FLuc inhib CS -9 and FLuc act counter 1.1.
`CC(C)(CO)NC(=O)CC1C(=O)NCCN1CC(c1ccccc1)c1ccccc1` (configuration not stated) gave APP 5'UTR act 13, NF-kB neuron act 1.3, bIAP activator 1.1, TNAP act hiacc 1.1, TNAP inh no acc -9, PMI act satM6P 0.8, PMI act 1, TNAP inh hi DEA -5, FLuc inhib CS -6 and FLuc act counter 1.1.
For Cc1cc(C(=O)NC(=S)Nc2cccc(NC(=O)C(C)C)c2)ccc1[N+](=O)[O-] the results were APP 5'UTR act -19, NF-kB neuron act 1.1, bIAP activator 0.9, TNAP act hiacc 1, TNAP inh no acc 20, PMI act satM6P 1.1, PMI act 0.9, TNAP inh hi DEA -4, FLuc inhib CS -10 and FLuc act counter 1.1.

Grouped by structure: the entries above with a furan ring, fused or not
COc1ccc(/C(C)=N/NC(=O)CNC(=O)/C=C\c2ccco2)cc1 was read as APP 5'UTR act 1, NF-kB neuron act 1.6, bIAP activator 1, TNAP act hiacc 1.1, TNAP inh no acc -13, PMI act satM6P 1, PMI act 1.1, TNAP inh hi DEA -5, FLuc inhib CS -4 and FLuc act counter 1.
`O=C(NCC(=O)N(c1ccccc1F)C(C(=O)NCC1CCCO1)c1ccccc1)c1ccco1` (configuration not stated) gave APP 5'UTR act 15, NF-kB neuron act 0.71, bIAP activator 1, TNAP act hiacc 1, TNAP inh no acc -6, PMI act satM6P 1, PMI act 0.9, TNAP inh hi DEA 1, FLuc inhib CS -5 and FLuc act counter 1.

Later entries
CC(C)c1nnc(NC(=O)c2ccc3c(c2)OCO3)s1 was read as APP 5'UTR act 148*, NF-kB neuron act 4.8*, bIAP activator 1, TNAP act hiacc 1, TNAP inh no acc 2, PMI act satM6P 1.1, PMI act 1, TNAP inh hi DEA -2, FLuc inhib CS 51* and FLuc act counter 0.5.
For O=C(NCC(=O)N1CCN(S(=O)(=O)/C=C/c2ccccc2)CC1)c1ccccc1F the results were APP 5'UTR act 2, NF-kB neuron act 1.5, bIAP activator 1.1, TNAP act hiacc 1, TNAP inh no acc -2, PMI act satM6P 1, PMI act 1, TNAP inh hi DEA -4, FLuc inhib CS -4 and FLuc act counter 1.
N=c1ncn(Cc2ccccc2)c2nc(SCCOc3ccccc3)[nH]c12 was read as APP 5'UTR act 10, NF-kB neuron act 0.96, bIAP activator 0.9, TNAP act hiacc 1, TNAP inh no acc 6, PMI act satM6P 1.1, PMI act 1, TNAP inh hi DEA -2, FLuc inhib CS -8 and FLuc act counter 1.1.
Cc1cc(C)cc(NC(=O)c2cc(Cl)sc2Cl)c1 was read as APP 5'UTR act -5, NF-kB neuron act 1.1, bIAP activator 0.9, TNAP act hiacc 1, TNAP inh no acc -9, PMI act satM6P 0.9, PMI act 0.9, TNAP inh hi DEA -2, FLuc inhib CS 2 and FLuc act counter 1.
For Oc1cccc(C=NCc2ccccc2)c1O the results were APP 5'UTR act 2, NF-kB neuron act 0.89, bIAP activator 0.8, TNAP act hiacc 1, TNAP inh no acc -6, PMI act satM6P 0.5, PMI act 0.5, TNAP inh hi DEA 4, FLuc inhib CS -7 and FLuc act counter 1.1.
COc1cc(/C=N/NC(=O)c2nonc2C)ccc1O was read as APP 5'UTR act 11, NF-kB neuron act 1, bIAP activator 1, TNAP act hiacc 1.1, TNAP inh no acc -14, PMI act satM6P 0.9, PMI act 1, TNAP inh hi DEA -6, FLuc inhib CS 2 and FLuc act counter 1.

Source: PubChem
